Screening results (PubChem)
CCT modulator = High-Throughput Screening for Modulators of Cytosolic Chaperonin Activity; activity change, % (test concentration not listed), hits read low; purified chaperonin ATPase assay, HTRF ADP detection, 30 min; actives 0.3% (n = 360,000); in the data active means activity change below about -30%; further: on the % scale 0 is the no-effect control and ±100 the full control effect
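TRiC (40 or 20 nM final, by batch activity) in 30 mM Tris pH 7.4, 100 mM KCl, 5 mM MgCl2, 1 mM DTT was treated with compound at 76 uM single dose, then 10 uM ATP, 30 min at 37 °C. ADP was read by HTRF Transcreener.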
PTHR1 ag = qHTS for PTHR1 Agonists: Primary Screen. actives 0.075% (n = 410,000). Potency, µM (highest dose often 115 µM), for the others: at the top dose activation, usual class: activators. HEK293 GP2 PTHR1 cells, GloSensor cAMP luminescence, 1 h; further: potency means the concentration at half of the fitted maximal effect; nearly all actives have a fitted effect of over 55% in size; some results filed as inactive show a strong effect at the top dose; inactives centre near -15; many of its hits are not listed in these tables
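HEK-293-derived GP2 cells expressing PTHR1 and a GloSensor cAMP reporter, 3,000/well, plated overnight, given luciferin plus IBMX (each 0.5 mM as added) for 1 h at 37 °C, then compound for 1 h at 37 °C. Luminescence was read after 15 min at room temperature.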
Mm-Cpn inhibitor = Inhibitors of TCP-1 ring complex (TRiC) of Methanococcus maripaludis (MmCpn): qHTS | AID 504842, 2011 | purified Mm-Cpn ATPase, ADP Transcreener TR-FRET | Potency, µM (top dose mostly 76.9 µM), for inactives: at the top dose activity, negative = inhibition, most hits filed as inhibitors | actives 0.031% (n = 330,000); further: potency means the concentration at half of the fitted maximal effect; on the % scale 0 is the no-effect control and ±100 the full control effect; nearly all actives have a fitted effect of over 80% in size
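Purified archaeal chaperonin (25 nM final) was preincubated with compound for 10 min at 37°C, then ATP (10 uM final) was added for 30 min at 37°C in Tris pH 7.4/KCl/MgCl2/DTT buffer. ADP was quantified by HTRF Transcreener TR-FRET.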
EPAC2 agonist = qHTS for Agonist of cAMP-regulated guanine nucleotide exchange factor 4 (EPAC2): primary screen; Potency, µM (top dose mostly 154 µM), for inactives: at the top dose activation, hits mostly activators; AID 720711, 2013; EPAC2 activation, biochemical qHTS; response scale: 100% = 6.5 mM cAMP response; actives 0.079% (n = 360,000); Rap guanine nucleotide exchange factor 4 (Homo sapiens), Q8WZA2; further: potency means the concentration at half of the fitted maximal effect; nearly all actives have a fitted effect of over 50% in size
Target sequence (Q8WZA2 whole entry, looked up): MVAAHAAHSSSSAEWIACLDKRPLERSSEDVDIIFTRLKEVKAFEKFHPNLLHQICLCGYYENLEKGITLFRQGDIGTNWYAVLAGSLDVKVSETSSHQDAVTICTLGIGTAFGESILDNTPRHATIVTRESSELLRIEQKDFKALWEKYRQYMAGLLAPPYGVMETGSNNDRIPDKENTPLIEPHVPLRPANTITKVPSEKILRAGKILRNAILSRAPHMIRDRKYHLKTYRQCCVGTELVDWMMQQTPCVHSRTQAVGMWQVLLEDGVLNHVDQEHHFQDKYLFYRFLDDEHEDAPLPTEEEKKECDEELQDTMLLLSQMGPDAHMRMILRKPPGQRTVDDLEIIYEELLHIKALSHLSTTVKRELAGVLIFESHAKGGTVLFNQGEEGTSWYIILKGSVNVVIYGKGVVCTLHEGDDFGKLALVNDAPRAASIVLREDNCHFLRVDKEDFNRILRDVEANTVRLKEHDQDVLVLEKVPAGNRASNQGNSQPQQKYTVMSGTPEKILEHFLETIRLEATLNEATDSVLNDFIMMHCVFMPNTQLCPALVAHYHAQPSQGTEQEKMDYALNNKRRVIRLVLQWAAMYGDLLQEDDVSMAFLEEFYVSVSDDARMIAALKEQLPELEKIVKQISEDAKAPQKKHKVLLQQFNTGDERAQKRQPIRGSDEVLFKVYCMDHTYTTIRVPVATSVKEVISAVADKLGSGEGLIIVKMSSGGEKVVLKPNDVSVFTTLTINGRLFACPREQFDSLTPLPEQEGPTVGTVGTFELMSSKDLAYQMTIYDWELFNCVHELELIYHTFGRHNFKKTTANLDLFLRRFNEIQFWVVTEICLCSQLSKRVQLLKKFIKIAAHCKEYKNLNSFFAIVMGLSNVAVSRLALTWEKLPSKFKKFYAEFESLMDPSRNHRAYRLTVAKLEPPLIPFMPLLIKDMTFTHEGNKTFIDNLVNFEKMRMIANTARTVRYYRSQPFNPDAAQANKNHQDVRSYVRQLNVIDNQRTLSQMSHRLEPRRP
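Guanine nucleotide exchange by EPAC2 is measured as reduced fluorescence of BODIPY-GDP once it is released from 250 nM Rap1B. Plates are read kinetically for 30 min at room temperature; results are scaled to 6.5 mM cAMP.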
D3 antag = qHTS of D3 Dopamine Receptor Antagonist: qHTS; actives 2.5% (n = 360,000); D(3) dopamine receptor (Homo sapiens), P35462; max response, negative = inhibition, %; AID 652054, 2013; D3R cells, DiscoveRx beta-arrestin luminescence, antagonist mode; hits give low values; in the data active means max response below about -50%; inconclusive means no clear call, values can overlap the other calls; further: on the % scale 0 is the no-effect control and ±100 the full control effect; mostly tested at two doses, the higher about 12 µM
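Cells plated overnight at 1500 cells/well, then exposed to library compounds with dopamine controls for 90 minutes at 37 degrees C. DiscoveRx reagent added for 30–60 minutes at room temperature; luminescence read, quantitative HTS format.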
EPAC2 antagonist = qHTS for Antagonist of cAMP-regulated guanine nucleotide exchange factor 2 (EPAC2): primary screen. Rap guanine nucleotide exchange factor 4 (Homo sapiens), Q8WZA2. EPAC2 GEF exchange of Rap1B-BODIPY-GDP, fluorescence. Potency, µM (titrated, usually from 114 µM), for the others: top-dose activity, negative = inhibition, most hits filed as inhibitors. actives 0.18% (n = 360,000). AID 720708, 2013; further: potency means the concentration at half of the fitted maximal effect; on the % scale 0 is the no-effect control and ±100 the full control effect; nearly all actives have a fitted effect of over 45% in size; many of its hits are not listed in these tables
pAkt inh = HTS Assay for Inhibitors of Akt Phophorylation: Primary Screen | Neuro2A IGF-stimulated pAkt S473 HTRF, 20 min; hits give low values | activity change, % for hits at 50 µM | actives 0.32% (n = 360,000); in the data active means activity change below about -80%; inconclusive means mostly about -51% to -80%; further: on the % scale 0 is the no-effect control and ±100 the full control effect
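Single-point screen (50 µM final compound) in Neuro2A cells stimulated 20 min with 6 nM IGF at 37 deg C. After lysis, Ser473-phosphorylated Akt read by HTRF (ex 330 nm, em 615/665 nm) as the 665/615 ratio.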
DRD3 agonist = qHTS of D3 Dopamine Receptor Agonist: qHTS; max activation, %; AID 652048, 2013; actives 0.58% (n = 410,000); D3R DiscoveRx beta-arrestin cells, luminescence, 90 min; in the data active means max activation above about 30%; further: 0% is about no effect; mostly tested at two doses, the higher about 12 µM
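Cells at 1500/well, incubated overnight, then treated with pinned compounds (dopamine as control) for 90 min at 37 degrees C. DiscoveRx reagent added for 30 - 60 minutes at room temperature; luminescence read.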
* = called active by the depositor; i = inactive; ? = inconclusive; . = no result given; & = joins results of further samples; [ ] = another dose, or the depositor's remark. Unless noted, the call rests on the fitted dose curve; in most records, active means well fitted curve in the direction sought with a large enough effect; inconclusive means small, poorly fitted or top-dose-only effect, or another doubt; inactive means no such curve, though single readings can be large; an effect the other way counts as inactive or inconclusive. A portion of the library. The share of hits here may be higher or lower than overall.

SMILES	CCT modulator	PTHR1 ag	Mm-Cpn inhibitor	EPAC2 agonist	D3 antag	EPAC2 antagonist	pAkt inh	DRD3 agonist
Cc1ccc(OCc2nnc(SC(C)C(=O)O)n2Cc2ccccc2)cc1 (stereo not given)	1.8	-3.1%	-1.4%	-1.5%	2.6	-4.4%	i	0.3
COc1ccc(-c2cn3c(C)c(C(=O)NC(C)C)sc3n2)cc1	1.4	i	0.2%	5.0%	5.4	22.6%	i	-1.4
CCOC(=O)CC1C(=O)NCCN1C(=O)c1cccc(OC)c1 (stereo not given)	1.5	i	-1.0%	7.2%	-5.5	-2.1%	i	1.7
CC(=O)N1CCN(CC(=O)Nc2ccccc2Sc2ccc(Cl)cc2)CC1	0.1	-22.9%	-3.0%	1.0%	11.8	-15.6%	i	3.2
Cc1sc2ncn(CC(=O)OC(C)C(=O)NC(C)(C)C)c(=O)c2c1C (stereo not given)	1.9	-4.2%[57.5 µM]	1.1%	-3.7%	34.8	-2.9%	i	-0.6
CCOc1ccc(C(C(=O)NC2CCCCC2)N(C(=O)c2ccco2)c2ccc(-n3cnnn3)c(C)c2)cc1 (stereo not given)	-5.1	i	-1.6%	-14.6%	21.8	-2.8%	i	-6.2
S=C1NCN(Cc2cccnc2)CN1c1cccc2ccccc12	0.8	i	0.8%	4.4%	8.7	8.3%	i	1.5
CCOC(=O)C1CCN(C(=O)COc2ccc(S(=O)(=O)NC(C)C)cc2Cl)CC1	-0.8	i	0.8%	5.0%	?	8.2%	i	-1.2
Cc1ccc(NC(=O)COC(=O)CCc2nc3ccccc3n2-c2ccccc2)c(C)c1	-0.9	i	1.7%	-6.7%	-14.8	5.6%	i	0.5
COc1ccc(C)cc1S(=O)(=O)N1CC(C)OC(C)C1 (stereo not given)	0.2	-14.4%	-0.6%	-0.5%	-25.3	10.3%	i	4.8
COc1cc2c(cc1OC)C1(CCCC1)C(N)=C2C#N	-1.4	i	-8.3%	2.4%	-5.8	1.5%	i	0.5
CCCc1cc(=O)[nH]c(SCC(=O)c2cc(C)n(CCOC)c2C)n1	-0.8	-5.8%	1.2%	-0.2%	6.9	-0.8%	i	0.6
O=c1c2c3c(sc2nc2sc(C4CC4)nn12)CCCC3	-7.4	-19.1%[57.5 µM]	-1.3%	-0.8%	-16.1	1.7%	?	-1.6
Cc1c(Cl)cccc1NC(=O)CCN1CCC(C(N)=O)CC1	0.9	5.7%	-4.0%	5.5%	-7.8	8.8%	i	1.3
COc1cc(/C=N/Nc2ccc(Cl)c(C(=O)O)c2)ccc1OC(=O)c1ccccc1F	-1.6	i	-6.2%	-2.9%	6.7	-23.8%	i	2.4
O=C(/C=C/c1ccc(Cl)c(C(F)(F)F)c1)N1CCN(c2ccccn2)CC1	-1.2	-14.4%	1.8%	-4.7%	0.7	-4.6%	i	-4.4
CC1Cc2ccccc2N1S(=O)(=O)c1cccc(C(=O)NCC(c2ccco2)N2CCCC2)c1 (stereo not given)	-0.8	-17.5%	-0.3%	14.8%	-17.2	7.3%	i	-19.7
CCOc1ccccc1-c1nnc(SCC(=O)Nc2ccccc2)o1	-0.1	-9.3%	-0.4%	-1.7%	16.7	15.2%	i	-17.0
CC(C)C(=O)Nc1cccc(C(=O)Nc2ccc(S(=O)(=O)Nc3nccs3)cc2)c1	-1.8	-1.0%	0.1%	18.8%	-9.6	-11.9%	i	3.0
CCS(=O)(=O)n1nc(-c2ccc(Cl)cc2)nc1SC	-2.5	i	-3.6%	25.0%	24.4	-2.2%	i	-4.3
Cc1nc(NC(C)C)c2cnn(CCc3ccccc3)c2n1	-0.6	-3.2%[57.5 µM]	2.4%	-0.9%	5.6	-2.9%	i	5.5
CCc1c(C)nc2[nH]ncn2c1=O	-5.1	i	.	-3.9%	4.1	2.8%	i	1.7
CC(C)(C)C(=O)Nc1ccc(C(=O)NCc2cccnc2)cc1	-3.6	i	.	-85.1%[inhibitor][15.6 µM]	?	7.2%	.	2.0
Cc1cc(OCC(=O)NCc2ccncc2)c2c(C)c(C)c(=O)oc2c1	-1.4	-13.5%	0.0%	-7.9%	5.3	-6.7%	i	10.2
COc1ccc(OC)c(CN2CCN(CC(=O)Nc3ccccc3C(=O)NC3CC3)CC2)c1	-0.9	-0.2%	0.8%	-5.8%	4.3	6.1%	i	0.4
Cc1cccc(-n2c(O)c(C=Nc3c(C)n(C)n(-c4ccccc4)c3=O)c3ccccc3c2=O)n1	-2.7&-3.0	-13.6%	-0.7%	-72.4%&-90.6%[inhibitor]	11.2&-0.1	23.9%&-0.3%	i	1.2&-2.7
CCCN1CCN(S(=O)(=O)c2c(C)[nH]c(C)c2C(=O)N2CCCCC2)CC1	1.5	i	-1.6%	-1.7%	3.7	4.6%	i	2.4
O=[N+]([O-])c1cccc(S(=O)(=O)N/N=C\c2ccc3c(c2)OCO3)c1	-3.6	-32.2%[inhibitor]	2.5%	7.7%	-17.7	-0.3%	i	3.0
CC1S/C(=C(\C#N)C(=O)NCc2ccco2)N(c2ccc(F)cc2)C1=O (stereo not given)	-2.7	i	0.3%	3.8%	5.2	3.9%	i	-0.4
COc1ccccc1NC(=S)N=Nc1c(O)[nH]c2ccc(Br)cc12	1.1	i	5.7%	2.3%	-22.3	10.4%	i	-11.8
CCOc1cc(/C=N\NC(=O)Cc2ccccc2)ccc1OCC(=O)Nc1ccc(C)c(C)c1	-4.5	i	-0.1%	-12.2%	-21.1	14.9%	i	5.0
Cc1cc(NC(=O)CC(C)C)c(=O)n(Cc2ccccc2F)c1	-1.0	-2.7%	-0.7%	3.5%	67.5	6.5%	i	-7.8
CN(c1ccc(OCC(=O)N2CCCCC2)cc1)S(=O)(=O)c1cccs1	1.5	-3.4%[57.5 µM]	1.8%	5.5%	20.1	19.1%	i	-2.5
O=C(NCCN1CCN(c2ccccc2F)CC1)C1CCCN(S(=O)(=O)c2cnc[nH]2)C1 (stereo not given)	-1.4	i	-2.5%	-17.0%	-55.9*	-1.6%	i	26.6
COc1ccc(CCC(=O)NCCS(=O)(=O)N2CCN(c3ccccc3OC)CC2)cc1	-1.4	-35.1%[inhibitor]	0.4%	0.5%	39.2	8.4%	i	2.7
CCOC(=O)C1(CC)NC(c2ccco2)C2C(=O)N(CC)C(=O)C21 (stereo not given)	0.3	i	0.8%	-5.2%	-21.8	-2.0%	i	-2.3
CCCCN1CC(=O)N2[C@H]3c4cc(Cl)ccc4OC[C@@H]3[C@H](C(=O)OCC)[C@]2(C)C1=O	0.3	10.6%	-0.7%	6.6%	-24.7	-15.1%	i	-16.8
C=CCSc1nnc(N2C(=O)C(O)=C(C(=O)c3ccco3)C2c2ccccc2F)s1 (stereo not given)	-1.4	?	-16.9%	-2.5%	-24.6	-5.3%	i	-4.9
CC(=O)N(C)[C@H]1C[C@@H](c2ccccc2)N(C(C)=O)C[C@H]1CO	1.6	-9.1%	.	7.6%	0.5	13.7%	i	0.5
O=C(NCc1ccccn1)C(=O)NCC1OCCCN1S(=O)(=O)c1ccc(F)cc1 (stereo not given)	-2.9	13.8%	0.6%	4.3%	2.0	-0.6%	i	14.7
NCCNc1cc(N2CCCC2)ccc1[N+](=O)[O-]	-2.7	-22.0%	-8.6%	-1.7%	-11.9	-4.6%	i	-9.2
O=S1(=O)N=C(N2CCc3ccccc3C2)c2ccccc21	1.1	-7.8%	-1.4%	2.6%	-6.9	16.6%	i	-7.5
CCOC(=O)C1=C(C)N(Cc2ccccc2)C(=O)NC1c1ccccc1OS(=O)(=O)c1ccccc1[N+](=O)[O-] (stereo not given)	0.2	-43.7%[inhibitor]	.	5.3%	0.0	-6.5%	i	45.6*
CCOc1c(Br)cc(/C=C(\C#N)C(=O)NC2CC2)cc1OC	-0.3	-25.9%	0.0%	0.9%	14.1	-10.2%	i	-4.6
Cc1ccc(S(=O)(=O)/N=C(/Nc2ccc3[nH]c(=O)[nH]c3c2)c2ccc(F)cc2)cc1	-4.8	i	-3.2%	7.1%	-5.8	-0.1%[57.1 µM]	i	-3.8
CC(=O)OC1C(=O)N(Cc2ccccc2)C1c1ccc(C)cc1 (stereo not given)	-1.0	i	.	1.5%	11.3	-21.1%	i	-2.3
